PTPN22 act: LYP (human) phosphatase activation; recombinant LYP, DiFMUP fluorescence; 0 = plate median, 100 = signal doubled; activation, % at 2 µM; 96,000 tested, 0.11% active; AID 697;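 active = activation at 2 µM above a set limit, the mean plus 5 SD, cut at about 37% in these data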
Plk1 PBD FP: inhibitors of human Plk1 polo box domain binding. Plk1 PBD phosphopeptide binding, fluorescence polarization. 97,000 tested, 0.13% active. P53350. inhibition, %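 (tested at about 20 µM)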. AID 693; in the data active = inhibition above about 34%, passing the limit was not always enough
Target sequence (P53350 whole entry, looked up, the tested form may be a part): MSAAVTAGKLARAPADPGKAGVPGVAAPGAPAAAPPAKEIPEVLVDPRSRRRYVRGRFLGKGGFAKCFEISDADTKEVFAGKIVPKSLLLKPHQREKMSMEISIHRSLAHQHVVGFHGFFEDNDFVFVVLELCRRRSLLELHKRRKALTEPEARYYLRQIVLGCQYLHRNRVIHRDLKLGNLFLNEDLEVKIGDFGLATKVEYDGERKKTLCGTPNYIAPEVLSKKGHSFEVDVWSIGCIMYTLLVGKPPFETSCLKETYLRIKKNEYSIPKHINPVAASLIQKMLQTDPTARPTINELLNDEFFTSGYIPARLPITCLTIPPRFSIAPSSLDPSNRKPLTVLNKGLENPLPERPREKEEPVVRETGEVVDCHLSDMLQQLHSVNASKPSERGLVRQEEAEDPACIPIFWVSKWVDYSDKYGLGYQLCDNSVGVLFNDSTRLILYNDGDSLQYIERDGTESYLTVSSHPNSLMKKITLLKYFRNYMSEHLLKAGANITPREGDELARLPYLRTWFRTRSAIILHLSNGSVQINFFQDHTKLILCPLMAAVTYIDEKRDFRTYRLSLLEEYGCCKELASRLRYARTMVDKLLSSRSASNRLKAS
Pyk2 oligo antag: antagonists of human Pyk2 oligomerization; 99,000 tested, 0.83% active; Q293 cells, Pyk2 FERM NanoBiT luminescence; stronger effect = lower value; AID 1347419; z-score (the deposit names both 25 µM and 10 µM);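 active = Z-score of -3 or lower, scaled per plate to the spread of control and sample wells; inactive = z-score above -3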;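 note: negative z-score means lost luminescence so less FERM oligomerization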
PLK1 inh: blocks human PLK1 kinase activity; inhibition, % at 10 µM; recombinant PLK1 kinase, TR-FRET peptide phosphorylation; P53350; AID 619; 97,000 tested, 0.53% active;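 active = inhibition of 50% or more in the single-concentration screen; inactive = inhibition below 50%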;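 note: 0% = DMSO max control and 100% = H-89 dihydrochloride min control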
cytoskel mod: alters cytoskeleton assembly in HUVEC cells. HUVEC TNFa F-actin phalloidin imaging, high content. inhibition, % at 2 µM. 91,000 tested, 0.18% active;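 active = inhibition above the batch mean plus 3 SD and confirmed as a hit by visual image inspection, cut at about 30% in these data, passing the limit was not always enough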; note: strong numbers were not always called active
Rev-RRE block: disrupts HIV-1 Rev binding to RRE RNA. inhibition, % at 8 µM. 97,000 tested, 0.79% active. AID 704. P05866. Rev peptide-RRE RNA binding, FRET;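 active = inhibition above the screen-wide mean plus 3 SD, cut at about 35% in these data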;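 note: 0% = median DMSO wells and 100% = median Neomycin B control wells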
Target sequence (P05866 whole entry, looked up): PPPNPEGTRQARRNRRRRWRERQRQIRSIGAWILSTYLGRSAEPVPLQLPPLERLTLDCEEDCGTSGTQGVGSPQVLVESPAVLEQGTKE
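Test system – labelled RRE RNA duplex and labelled Rev peptide · Signal – fluorescein-to-Cy5 FRET, 480 nm excitation · Evaluation – % inhibition of FRET ratio versus controls · Benchmarks – DMSO low control, neomycin B high control · Incubation – 5 min RNA-compound premix plus 15 min binding step, 25 °C · Medium – HEPES pH 7.5 salt buffer with EDTA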
EphB4 antag: blocks human EphB4 binding to ephrin-B2. inhibition, % at 7 µM. P54760. 97,000 tested, 0.15% active. EphB4 LBD / TNYL-RAW-Alexa532 peptide, fluorescence polarization;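 active = inhibition above the screen-wide mean inhibition plus 3 SD, cut at about 15% in these data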;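 note: 0% = DMSO wells and 100% = excess unlabeled TNYL-RAW peptide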
PTPN22 inh 2: LYP (human) phosphatase inhibition | Q9Y2R2 | recombinant LYP catalytic domain, DiFMUP fluorescence | inhibition, % at 2 µM | 96,000 tested, 0.21% active | AID 640;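 active = inhibition at 2 µM at or above a set limit, the screen mean plus 3 SD, cut at about 24% in these data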;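 note: 0% = DMSO with enzyme and 100% = enzyme fully blocked by orthovanadate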
FAK inh: blocks human focal adhesion kinase activity | biochemical FAK kinase activity assay | Q05397 | 97,000 tested, 0.84% active | AID 727 | inhibition, %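 (tested at 7 µM)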; in the data active = inhibition above about 19%;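 note: 0% = DMSO and 100% = reference compound high control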
* hit, by the source's call; / = no result given. An unsorted share of the library; any-hit rate near 3.5%.

SMILES	PTPN22 act	Plk1 PBD FP	Pyk2 oligo antag	PLK1 inh	cytoskel mod	Rev-RRE block	EphB4 antag	PTPN22 inh 2	FAK inh
Cc1cccc(C(=O)O/N=C2\CCSc3ccc(C)cc32)c1	-1	31	0.35	-5	42	14	2	7	1
O=C1CC(N(O)C2CC(=O)N(Cc3ccccc3)C2=O)C(=O)N1Cc1ccccc1 (stereo not given)	-1	-10	-0.89	-3	/	7	1	2	6
Cn1nc(C(F)(F)F)c(/C=N/OC(=O)c2ccccc2Cl)c1SCc1ccccc1Cl	-3	-6	-0.9	-10	3	19	3	-1	0
O=C(COc1ccc2ccccc2c1)N1c2ccccc2Sc2ccccc21	-2	0	1.9	-7	-24	8	0	8	-1
Cn1cc(S(=O)(=O)N2CCN(C(=O)c3ccco3)CC2)c(=O)n(C)c1=O	1	5	/	-11	15	6	-4	-2	1
COc1ccc(-c2cc(C(=O)Nc3cc(OC)c(OC)c(OC)c3)no2)cc1OC	-5	-10	-0.76	-15	2	-1	-13	5	0
O=C(Oc1cc(-c2ccccc2)no1)c1ccc(Cl)cc1	-1	0	0.05	1	-8	12	-4	2	-1
C=C(Br)Cn1c(CCC)nc2ccccc21	-6	7	-0.29	-11	-14	3	-7	4	0
Cc1ccc(NC(=O)CN(c2ccc3c(c2)OCO3)S(=O)(=O)c2c(C)n[nH]c2C)cc1	5	-3	/	-11	15	2	-2	-6	-8
CCN1C(=O)/C(=C\N2CCN(c3ccccc3)CC2)SC1=S	11	6	-0.46	-4	-19	-3	-10	-14	-4
CCCc1nc(NCC2CCCO2)c2nnn(Cc3ccccc3)c2n1 (stereo not given)	7	4	-1	-4	-9	2	-4	-9	5
O=c1c(Cc2ccc(F)cc2)c(O)ccn1C1CC1	8	-6	1.8	-12	6	1	3	-4	-6
COc1ccccc1N1CCN(C(=O)c2ccc3nc(-c4ccco4)c(-c4ccco4)nc3c2)CC1	-7	-9	-2.8	3	23	-4	-6	10	13
Cc1nc(=O)c(-c2ccccc2)c(C)n1-c1ccc(O)cc1	11	24	0.67	-2	-8	-2	-9	-10	1
O=c1oc(/C=C/c2ccccc2)nc2sc3c(c12)CCC3	2	20	-0.79	-8	4	38*	-3	0	0
CCOC(=O)c1c(C)n(C)c2cc(Br)c(C(=O)OC)cc12	5	-5	-0.81	-12	-2	4	2	-4	2
CCCOc1ccc(/C=C/C(=O)Nc2ccc([N+](=O)[O-])cc2C)cc1	-7	-2	0.45	-12	32	8	0	11	3
Nc1cc(C2CCCC2)nn1-c1ccccc1	-10	11	-0.79	0	16	2	-3	7	-2
Cc1nonc1NC(=O)CSc1nnc(-c2ccoc2C)n1-c1cccc(Cl)c1	26	-19	-0.27	-9	-5	14	5	-27	1
O=C(c1ccccc1Cl)N1CCN(c2ccccn2)CC1	9	-20	0.25	5	24	3	2	-5	-1

Reprinted at random: 5 compounds from above
SMILES	PTPN22 act	Plk1 PBD FP	Pyk2 oligo antag	PLK1 inh	cytoskel mod	Rev-RRE block	EphB4 antag	PTPN22 inh 2	FAK inh
O=C(c1ccccc1Cl)N1CCN(c2ccccn2)CC1	9	-20	0.25	5	24	3	2	-5	-1
CCCOc1ccc(/C=C/C(=O)Nc2ccc([N+](=O)[O-])cc2C)cc1	-7	-2	0.45	-12	32	8	0	11	3
O=C(Oc1cc(-c2ccccc2)no1)c1ccc(Cl)cc1	-1	0	0.05	1	-8	12	-4	2	-1
Cc1ccc(NC(=O)CN(c2ccc3c(c2)OCO3)S(=O)(=O)c2c(C)n[nH]c2C)cc1	5	-3	/	-11	15	2	-2	-6	-8
Cn1cc(S(=O)(=O)N2CCN(C(=O)c3ccco3)CC2)c(=O)n(C)c1=O	1	5	/	-11	15	6	-4	-2	1

Continued:
SMILES	PTPN22 act	Plk1 PBD FP	Pyk2 oligo antag	PLK1 inh	cytoskel mod	Rev-RRE block	EphB4 antag	PTPN22 inh 2	FAK inh
Cc1ccc(OCC(=O)n2cnnc2N)c(C)c1	8	6	/	-6	-12	5	-1	-10	1
Cc1cccc(NC(=O)CCN2C(=O)C3C4C=CC(C4)C3C2=O)n1 (stereo not given)	-5	11	0.38	4	7	6	-10	2	-2
CCCc1nc(SCC(=O)Nc2cc(C)on2)c2ccccc2n1	7	-11	0.15	-10	-36	-2	2	-10	17
CC(=O)c1sc(NC(=O)C=C(C)C)nc1C	10	-6	0.46	4	3	5	0	-10	-3
O=C(N/N=C/C1CC=CCC1)c1ccccc1O (stereo not given)	9	-5	0.24	-22	-2	3	5	-12	-2
CCOc1ccc(CN2CCNC(=O)C2CC(=O)OC)cc1 (stereo not given)	37*	19	/	-8	9	1	-7	-38	3
O=C(CN(C1CCCCC1)S(=O)(=O)c1ccccc1)N1CCCC1	-5	-8	-0.28	1	-5	-1	-6	1	0
COc1ccc(S(=O)(=O)Nc2cc(Cl)ccc2OC)cc1	-8	-36	-0.09	-15	-18	9	6	6	4
COc1ccc(CC(=O)NC2CC(C)(C)NC(C)(C)C2)cc1	-1	-10	1	-4	0	5	1	1	0
Cc1ccc(C(c2sc3nc(C)nn3c2O)N2CCN(C(=O)c3ccco3)CC2)cc1 (stereo not given)	6	-22	-0.91	-12	-14	9	-5	-5	1
CCCCCC1NC(=O)NC1CCCCCC(=O)O (stereo not given)	-15	0	0.55	-2	-7	3	6	11	-4
O=C1C(c2ccccc2)C(c2ccccc2)NC(c2ccccc2)C1c1ccccc1 (stereo not given)	-5	-8	-0.95	-6	5	6	0	2	-2
Cc1cccc(NC(=O)C(C)Oc2ccccc2C)n1 (stereo not given)	-2	6	0.07	-2	-4	7	-7	1	1
Fc1ccccc1N1CCN(c2cnc3ccccc3n2)CC1	1	0	-0.15	13	-1	8	0	-4	1
COc1cc(C(=O)Nc2nnc(C)s2)cc(OC)c1OC	3	-5	/	-7	0	10	2	-7	-3
O=C(CCN1C(=O)COc2ccccc21)NCc1cccs1	10	2	-0.01	-2	-3	8	-7	-13	0
CCOC(=O)c1cc2occc2n1CC(=O)NCCOC	-9	-9	-0.6	-9	-2	4	1	8	-1
COc1ccc(-c2cc(C3CCN(c4ncccc4[N+](=O)[O-])CC3)[nH]n2)cc1	-7	6	-4*	-1	/	15	-1	8	2
CCOC(=O)c1c(N)n[nH]c1-c1ccc(OC)cc1	2	2	-0.2	21	-3	4	-3	-2	1
Cn1c2c(c(=O)n(C)c1=O)C(c1ccc(O)cc1)Nc1ccccc1O2 (stereo not given)	-2	-1	1.3	7	9	4	2	2	2
CCOc1ccc2nc(C)cc(C(=O)O)c2c1	4	-25	-0.76	-1	-5	11	3	-4	4
Cc1ccc(NC(=O)c2nn(C34CC5CC(CC(C5)C3)C4)cc2[N+](=O)[O-])cc1	6	-8	0.5	-3	1	12	-2	-2	-7
OCCN1CCN(CCOc2cccc(Cl)c2)CC1	7	-9	0.58	-8	3	10	7	-3	8
COc1ccc(CN(C(=O)c2ccco2)c2ccc(Br)cc2)cc1OC	4	-31	-1.3	-3	-3	10	9	-6	2
CC1(C)Cc2cccc(OCC(=O)N3CCN(S(=O)(=O)c4ccc(F)cc4)CC3)c2O1	0	23	0.08	1	19	5	-2	0	-1
COc1ccc(/C=N/NC(=O)CO/N=C(\C)c2cccs2)cc1	-2	-6	0.64	-12	-1	3	3	0	1
CCOc1ccc2nc(SCC(=O)N3CCN(C(=O)c4ccco4)CC3)sc2c1	9	-13	0.61	-6	1	8	2	-9	4
Nc1nc(SCC(=O)NCCCN2CCOCC2)nc2sc3c(c12)CCC3	-1	-17	1.3	-9	-9	6	4	0	1
COC(=O)C1=CN(CCCN2CCCC2=O)C=C(C(=O)OC)C1c1cccs1	-8	-26	-0.13	-11	8	12	-3	6	-3
Cc1sc2nc(SCC(=O)NCc3cccs3)[nH]c(=O)c2c1C	3	25	0.9	52*	-25	-1	-3	-5	0
CSc1nc(N2CCOCC2)c2c(c1C#N)CCCCC2	0	-4	-1.7	-7	14	18	2	2	1
CCOC(=O)N1CCN(C(=O)c2ccccc2N(C)S(C)(=O)=O)CC1	-4	-10	0.72	-23	-2	3	-1	8	2
CCOC(=O)C1(C(=O)OCC)CC1c1ccccc1 (stereo not given)	-4	19	2.1	-12	-1	5	0	8	2
CCCC(=O)N1c2ccccc2NC2=C(C(=O)CCC2)C1c1ccc(F)cc1 (stereo not given)	13	9	-0.82	-5	-10	0	-5	-14	-1
Cn1c(C(=O)N2CCCc3ccccc32)cc2c(=O)n3ccccc3nc21	-2	-28	/	0	/	3	6	2	0
COc1ccccc1CNS(=O)(=O)c1c(C)[nH]c(=O)[nH]c1=O	9	-29	0.5	4	/	7	10	-8	0
CCOc1ccc(S(=O)(=O)N(C)c2ccc(OCC(=O)NCc3ccco3)cc2)cc1	-4	-22	-0.69	4	-12	1	5	6	-1
CSc1nnc(CSCc2ccc(Cl)cc2Cl)n1-c1ccccc1	24	16	-1.2	-17	12	2	-5	-19	-1
CN(Cc1cnn(C)c1)C(=O)C1CCCCC1C(=O)O (stereo not given)	0	25	0.31	-7	-10	1	-7	0	-2
Nc1c(C(=O)NCc2ccc(F)cc2)c2nc3ccccc3nc2n1CCCN1CCOCC1	-9	-9	0.22	-6	-3	9	3	10	-4
CC(C)(C)c1nc2ccccc2c2nnc(SCC(=O)Nc3nccs3)n12	1	-10	-2.3	-10	-7	-5	5	4	8
CCOC(=O)C1CCCN(C(=O)Cn2nc(CC)n3c(cc4sccc43)c2=O)C1 (stereo not given)	-2	9	/	3	-5	3	0	-1	-1
Cc1cc(C)c(NC(=O)C(C)Sc2nc3ccc(N4C(=O)c5ccccc5C4=O)cc3s2)c(C)c1 (stereo not given)	-8	-9	0.17	-6	15	6	-4	6	-1
Cc1ccc(-c2ccc(CCC(=O)O)n2C(C)C)cc1	-9	-3	/	-10	-16	0	-13	9	0
COC(=O)c1[nH]c2cccc(OC)c2c1NC(=O)CCN1CCN(c2ccccc2OC)CC1	-1	2	0.82	-8	-29	2	4	0	1
COc1ccc(C(=O)/C=C/Nc2ccccn2)cc1	-4	26	0.16	-4	2	1	-11	5	2
CCOC(=O)c1csc(NC(=O)C(C)(C)C)n1	6	-11	/	-9	-11	4	-2	-10	-5
COc1cc(C2Nc3cccc4cccc(c34)N2)ccc1OC(C)=O	0	1	-1.6	22	-6	5	4	-1	1
CC(=O)Nc1nnc(-c2ccc(Cl)s2)o1	13	-5	/	-2	11	9	2	-17	-5
COc1ccc(/C=N/Nc2ncnc3scc(-c4ccccc4)c23)cc1OC	3	-7	-1.9	3	16	7	-6	-2	-1
Next part
SMILES	PTPN22 act	Plk1 PBD FP	Pyk2 oligo antag	PLK1 inh	cytoskel mod	Rev-RRE block	EphB4 antag	PTPN22 inh 2	FAK inh
CCn1c(SC)nnc1-c1nnc(SC)n1CC	-9	2	1.3	-6	-6	0	12	9	1
O=C(NC1CC2CCCC(C1)N2S(=O)(=O)c1ccccc1)c1ccccc1 (stereo not given)	5	-10	-0.81	-15	7	0	-1	-8	1
O=C(CC1Oc2ccccc2NC1=O)NCCCN1CCCC1=O (stereo not given)	4	-29	/	-5	-8	10	6	-7	-3
CCC(C)(C)n1nnnc1C(c1cc(OC)ccc1OC)N1CCC(C(N)=O)CC1 (stereo not given)	5	-3	1.6	3	-12	5	9	-8	2
N#Cc1c(N)oc(-c2cccs2)c1-c1cccs1	-2	-18	1.7	-2	/	16	1	6	-4
CCc1c(C)c2ccc(OCC(=O)OC(C)C)c(C)c2oc1=O	4	-4	0.17	-3	-4	4	-4	-1	-1
Clc1ccc(-c2nnnn2-c2ccc(Cl)c(Cl)c2)cc1Cl	-2	15	-0.46	-11	10	13	0	3	0
COc1cc(NC2c3ccccc3C(=O)N2c2ccc(C)cn2)cc(OC)c1OC (stereo not given)	-3	6	/	-25	-18	5	-2	2	4
O=C(CSc1nnc(-c2ccc(S(=O)(=O)N3CCOCC3)cc2)o1)c1ccccc1F	-10	-12	0.93	-8	-8	2	-11	9	-12

Source: PubChem
